Source: PubChem
CDK5 p35 inh: inhibitors of human CDK5/p35 kinase, primary screen, biochemical, single concentration; Recombinant CDK5/p35, ADP-Glo luminescence, 60 min; Cyclin-dependent kinase 5 (Homo sapiens) + Cyclin-dependent kinase 5 activator 1 (Homo …; inhibition, % at 10 µM; hit rate 0.01% among 330,000;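 active = highest replicate inhibition of at least 50% and at least 75% of replicates reaching 50%; inconclusive = only one of the two criteria met; inactive = both criteria failed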;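 also: plate controls were DMSO neutral control for no effect and GW8510 at 10 µM for full effect; many of its hits are not listed in these tables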
HTR5A ag ctr: HTR5A agonists in luminescence cell assay, primary screen, counter-screen for OPRM1-OPRD1 heterodimer agonist project, full-deck HTS; cell-based; hit rate 0.61% among 340,000; activation, % at 9.3 µM; 5-hydroxytryptamine receptor 5A (Homo sapiens), P47898; AID 504692, 2011; in the data active = activation mostly above about 9.5%, no sharp cut-off; inactive = mostly below about 7.6%;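 also: 0% = cells with vehicle only and 100% = reference agonist; strong numbers were not always called active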
Target sequence (P47898 whole entry, looked up): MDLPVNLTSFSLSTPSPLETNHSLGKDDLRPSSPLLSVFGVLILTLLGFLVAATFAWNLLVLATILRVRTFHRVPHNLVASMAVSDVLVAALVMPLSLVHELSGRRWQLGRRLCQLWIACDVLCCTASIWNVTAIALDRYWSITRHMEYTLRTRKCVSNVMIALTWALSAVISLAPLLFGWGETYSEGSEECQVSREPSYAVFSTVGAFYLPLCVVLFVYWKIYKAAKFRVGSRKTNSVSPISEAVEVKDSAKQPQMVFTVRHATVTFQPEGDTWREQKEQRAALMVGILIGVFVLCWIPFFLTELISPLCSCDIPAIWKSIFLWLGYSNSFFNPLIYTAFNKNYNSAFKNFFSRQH
Wnt act: Wnt/beta-catenin pathway activators, primary screen, cell-based, plate reader, single point. activation, % at 9.35 µM. Wnt/beta-catenin reporter cell assay, activator. AID 743398, 2014. hit rate 1.2% among 300,000; in the data active = activation above about 30%, passing the limit was not always enough; inconclusive = no clear call, values can overlap the other calls;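 also: 0% = neutral control wells and 100% = positive control wells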
dFosB act: activators of delta FosB homodimer, primary screen, biochemical, fluorescence polarization, TAMRA-CDK5 oligo, single point | hit rate 0.99% among 340,000 | Protein FosB (Mus musculus), P13346 | activation, % at 25 µM | purified delta FosB; percent of positive-control signal above neutral wells;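 active = mean activation above about 17%, with every replicate also reaching it, limit read from the data, passing the limit was not always enough; inconclusive = only one of the two conditions met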;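 also: fluorescence polarization rise as delta FosB binds a TAMRA Cdk5 AP-1 oligo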
V-ATPase pHluor: regulators of yeast V-ATPase proton pumping, primary screen, pHLuorin cytosolic pH fluorescence | response, % at 10 µM | S. cerevisiae | hit rate 0.37% among 350,000; in the data active = response mostly above about 7.3%, no sharp cut-off; inactive = mostly below about 5.4%; also: actives read high; inactives centre near 0; some compounds called inactive have numbers as strong as hits; reference of the scale not given here
PvdQ inh: P. aeruginosa PvdQ acylase inhibitors, primary screen, biochemical, fluorescence, plate reader and imaging, single point | hit rate 0.063% among 340,000 | inhibition, % at 10 µM | PvdQ acylase [Pseudomonas aeruginosa LESB58] | purified PvdQ acylase; in the data active = inhibition above about 30%, passing the limit was not always enough; inconclusive = no clear call, values can overlap the other calls;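 also: 0% = vehicle neutral wells and 100% = reference inhibitor wells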
SR-BI HDL uptake: inhibitors of SR-BI mediated HDL lipid uptake, primary screen, ldlA[mSR-BI] cells, fluorescence, single point. Scavenger receptor class B member 1 (Mus musculus), Q61009. ldlA[mSR-BI] CHO cells, DiI-HDL uptake fluorescence, 3 h. inhibition, % at 12.5 µM. hit rate 0.96% among 320,000. AID 488896, 2010;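 active = mean replicate inhibition of at least 70% and a set share of replicates each scoring 70 or more; inconclusive = meets just one of the two criteria; inactive = fails both criteria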;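 also: 0% = median of neutral control wells and 100% = median of positive control wells; values of inactives mirror those of a sister screen read the other way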
Target sequence (Q61009 whole entry, looked up): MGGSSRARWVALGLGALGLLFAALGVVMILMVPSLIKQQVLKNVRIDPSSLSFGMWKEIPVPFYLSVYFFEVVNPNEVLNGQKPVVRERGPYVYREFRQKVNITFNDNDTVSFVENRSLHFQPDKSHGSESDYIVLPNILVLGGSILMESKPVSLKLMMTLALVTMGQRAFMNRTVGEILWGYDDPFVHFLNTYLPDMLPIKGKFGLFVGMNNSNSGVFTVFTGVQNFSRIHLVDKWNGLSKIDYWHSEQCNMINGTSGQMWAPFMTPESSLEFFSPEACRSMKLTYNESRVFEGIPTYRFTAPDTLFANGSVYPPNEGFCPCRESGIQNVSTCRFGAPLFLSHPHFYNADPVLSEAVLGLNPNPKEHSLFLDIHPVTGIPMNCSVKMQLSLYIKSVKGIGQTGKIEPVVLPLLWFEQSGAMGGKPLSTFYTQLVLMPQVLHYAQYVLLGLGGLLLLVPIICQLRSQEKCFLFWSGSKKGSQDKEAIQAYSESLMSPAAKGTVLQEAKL
NSD2 HMT inh: NSD2 histone methyltransferase inhibitors, primary screen, biochemical, AlphaScreen, single concentration, set 2 | NSD2 peptide methylation, 120 min | inhibition, % at 12.5 µM | hit rate 0.54% among 310,000 | Histone-lysine N-methyltransferase NSD2 (Homo sapiens), O96028 | AID 743445, 2014; in the data active = inhibition above about 50%
HTR5A inv ag: HTR5A inverse agonists in luminescence cell assay, primary screen, counter-screen for OPRM1-OPRD1 heterodimer inverse agonist project, full-deck HTS; 5-hydroxytryptamine receptor 5A (Homo sapiens), P47898; HTR5A cell line, inverse agonism; inhibition, % at 9.3 µM; hit rate 0.083% among 340,000; in the data active = inhibition mostly above about 23%, no sharp cut-off; inactive = mostly below about 18%;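 also: 0% = cells with DMSO and 100% = no-cell wells with DMSO; some compounds called inactive have numbers as strong as hits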
MITF act: activators of MITF-driven TRPM1 promoter reporter, primary screen, cell-based, SK-MEL-5, luciferase, single point. hit rate 0.75% among 300,000. SK-MEL-5 TRPM1-promoter luciferase, 24 h; % of positive control, neutral wells = 0. AID 588334, 2011. activation, % at 12.5 µM;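 active = mean activation of at least 80% with every replicate also reaching 80%; inconclusive = mean reaches 80% but some replicate falls short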;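 also: 0% = neutral control wells and 100% = parthenolide positive control wells; values of inactives mirror those of a sister screen read the other way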
Numbers without * were called inactive; u = inconclusive; x = no result given. No enrichment for hits; any-hit rate near 5%.

SMILES	CDK5 p35 inh	HTR5A ag ctr	Wnt act	dFosB act	V-ATPase pHluor	PvdQ inh	SR-BI HDL uptake	NSD2 HMT inh	HTR5A inv ag	MITF act
O=C(CN1CCCC1c1ccc2c(c1)OCCO2)NC(=O)Nc1ccccc1 (stereo not given)	-11.2	9.4	1.0	-5.0	-0.9	-4.8	-4.1	6.4	-8.9	9.4
COc1cc(/C=C/C(=O)c2ccc(NS(=O)(=O)c3ccc(C)cc3)cc2)cc(OC)c1O	-0.2	5.4	-4.0	-15.3	113.1*	2.8	29.4	7.4	5.1	-66.3
Cc1ccc(NC(=O)CCNC(=O)c2ccc([N+](=O)[O-])cc2)cc1C	-0.9	-0.7	-0.8	-6.9	-3.3	-10.2	-8.6	-2.4	2.4	-7.0
O=C(NCCCN1CCN(c2ccccc2F)CC1)C1CCCN(S(=O)(=O)c2cnc[nH]2)C1 (stereo not given)	0.9	-0.6	-4.0	-8.2	0.6	-16.1	-16.4	x	1.6	16.2
COc1ccc(NC(=O)CN2CCN(c3ccccc3F)CC2)cc1	-1.1	-2.9	-1.3	-10.8	-1.2	-17.9	3.0	25.2	18.4	4.6
Cc1cc(C(=O)N/N=C/C(Cl)=C/c2ccccc2)c(C)o1	1.2	1.4	18.3	-1.4	-2.4	-10.2	-2.0	0.6	5.5	x
NC(=O)[C@H]1CC2(CC(c3cccc(NC(=O)[C@H]4CCC(=O)N4)c3)=NO2)CN1C(=O)c1cc([N+](=O)[O-])cc([N+](=O)[O-])c1 (stereo not given in full)	1.0	0.0	-1.4	-5.9	0.1	-16.3	-13.8	x	0.1	13.0
CCOC(=O)CC(=O)CSc1nnc2sc3ccccc3n12	-2.1	-2.1	-11.2	-6.5	12.0	-13.0	-17.2	0.2	-4.0	6.2
COC(=O)[C@@H](NC(=O)Nc1ccc(OC)cc1)C(C)C	-1.8	10.4	x	-7.6	1.1	13.3	-2.2	3.1	-16.4	-1.0
COC(=O)c1c(C)[nH]c(C(=O)/C=C/c2ccccc2F)c1C	-0.8	-6.8	-1.2	-5.2	-5.6	3.4	23.0	-0.1	-0.8	u
COC(=O)[C@@]12CCCCN1[C@H](c1ccc(-c3cccc(Cl)c3)cc1)[C@@H]1C(=O)N(C)C(=O)[C@@H]12	1.0	1.5	-2.6	-3.3	-1.1	-17.1	3.8	x	-17.6	-1.5
Cc1ccc(C)c(OCCC(=O)NNC(=O)c2ccncc2)c1	0.6	-0.6	0.9	0.0	0.9	-9.5	-8.5	-1.1	1.6	-0.6
N#Cc1ccccc1OCC(=O)OCCCOC(=O)COc1ccccc1C#N	2.8	-1.8	0.2	-10.0	-1.1	12.1	-14.6	-1.5	-1.9	-2.9
O=C(CSc1nnnn1-c1ccc(O)cc1)Nc1ccc(N2CCOCC2)c(Cl)c1	0.3	0.2	x	-8.0	4.8	-1.0	-1.3	-0.3	-6.7	-5.4
Cc1cc(C)c(NS(=O)(=O)c2ccc3c(c2)n(C)c(=O)n3C)c(C)c1	-0.7	-0.2	-2.0	-8.3	3.8	-22.2	6.3	-0.6	0.7	-9.6
CC(C)[C@H](NC(=O)c1ccccc1Cl)C(=O)OCC(=O)NC(=O)NC1CCCC1	0.2	2.2	1.8	-13.1	3.8	-10.4	20.2	0.9	11.9	1.6
O=C(Nc1cccc(C(F)(F)F)c1)Oc1ccc(Cl)c2cccnc12	0.6	6.3	-10.1	1.0	3.1	-18.0	-0.1	x	-22.4	-8.8
c1ccc(OCc2nn3c(-c4cccnc4)nnc3s2)cc1	1.3	-0.8	1.3	-17.9	1.4	-14.2	-44.3	x	5.4	x
COc1ccc2oc(C(=O)Nc3nc(-c4ccccn4)cs3)c(C)c2c1	0.6	-3.4	-11.6	-27.3	-1.7	-9.4	14.5	-2.1	-29.4	-3.4
O=C(/C=C/c1ccccc1)OCc1cnc(Cl)s1	0.1	0.5	2.5	3.9	-3.0	-3.5	-21.1	-0.5	-11.2	2.7
CCCCCCSc1cc(-c2nc3ccc(C)cn3c2NCCCC)ccc1OC	0.0	4.9	-11.4	3.9	-1.6	-4.4	11.2	x	-10.8	-0.1
COC(=O)C(Cc1c[nH]c2ccccc12)NC(=O)C(C)C (stereo not given)	-1.6	7.5	x	4.0	-4.0	-8.8	-11.1	-29.0	-1.6	4.9
O=C(NC1CCCCC1)c1ccc(COc2ccccc2)o1	-1.0	0.8	0.0	1.5	0.0	-2.6	1.7	3.9	-2.0	8.6
O=C1CCCN1c1ccc(S(=O)(=O)NCCc2ccc(Cl)cc2)cc1	-5.7	-1.9	-1.1	-12.8	-3.0	-16.3	-10.6	-0.1	18.8	-5.0
O=C(NC(=S)Nc1ccccc1N1CCCC1)c1ccc(F)cc1	0.1	-5.5	5.4	-9.4	4.1	3.2	34.2	4.3	14.8	-10.8

With a hit mark in V-ATPase pHluor, among the entries above:
smiles	CDK5 p35 inh	Wnt act	dFosB act	V-ATPase pHluor	PvdQ inh	SR-BI HDL uptake	NSD2 HMT inh	MITF act
COc1cc(/C=C/C(=O)c2ccc(NS(=O)(=O)c3ccc(C)cc3)cc2)cc(OC)c1O	-0.2	-4.0	-15.3	113.1*	2.8	29.4	7.4	-66.3

Two records picked at random from the list so far, as already listed:
SMILES	CDK5 p35 inh	HTR5A ag ctr	Wnt act	dFosB act	V-ATPase pHluor	PvdQ inh	SR-BI HDL uptake	NSD2 HMT inh	HTR5A inv ag	MITF act
Cc1ccc(C)c(OCCC(=O)NNC(=O)c2ccncc2)c1	0.6	-0.6	0.9	0.0	0.9	-9.5	-8.5	-1.1	1.6	-0.6
O=C(Nc1cccc(C(F)(F)F)c1)Oc1ccc(Cl)c2cccnc12	0.6	6.3	-10.1	1.0	3.1	-18.0	-0.1	x	-22.4	-8.8

Next records follow.
SMILES	CDK5 p35 inh	HTR5A ag ctr	Wnt act	dFosB act	V-ATPase pHluor	PvdQ inh	SR-BI HDL uptake	NSD2 HMT inh	HTR5A inv ag	MITF act
CCOc1cc(NC(=O)c2cccs2)c(OCC)cc1NC(=O)CCC(=O)NCC1CCCO1 (stereo not given)	-0.2	x	0.0	-6.5	0.9	-1.8	2.3	-1.8	x	-8.3
CCC(C(=O)NC1CCCC1)N(C(=O)c1snc(C(N)=O)c1N)c1ccc(OC)c(OC)c1 (stereo not given)	1.8	-0.2	-3.4	-5.8	4.1	-5.0	x	7.4	0.5	-1.8
O=C(CSc1c[nH]c2ccccc12)NCc1ccc2c(c1)OCO2	0.3	-4.2	-0.4	-5.4	9.2	-19.7	10.7	x	-3.1	-0.7
C/C(=N\N=C(/N)SC1CC(=O)N(c2ccc(Cl)cc2)C1=O)c1cccs1 (stereo not given)	1.4	7.6	x	-7.4	-2.6	-0.1	35.2	2.3	5.5	9.4
CC12CCC(C(=O)N(CC(O)CN3CCCCCC3)C1=O)C2(C)C (stereo not given)	0.7	-4.3	8.2	-1.0	2.0	-11.9	-8.8	11.8	11.5	-10.0
COC(=O)c1ccc(NC(=O)CCS(=O)(=O)c2ccc(Br)s2)cc1	0.6	1.0	-1.1	-0.3	2.6	-14.5	4.7	-1.3	-18.6	x
CN/N=C(\Cc1nc2ccccc2[nH]1)c1ccc([N+](=O)[O-])cc1	-6.4	-1.1	-0.9	-1.2	4.5	8.5	65.7	0.1	20.3	21.0
COc1ccccc1NC(=O)C(C)Sc1nccn1C (stereo not given)	1.8	-2.6	-5.3	1.4	-0.2	6.2	-17.9	2.2	7.2	-2.4
CC(C)CC(NC(=O)C1CCCCC1)C(=O)NCc1ccccn1 (stereo not given)	1.6	-5.7	0.5	2.7	-1.1	-13.7	-11.4	-1.3	6.2	2.4
CC1Cc2ccccc2N1S(=O)(=O)c1cccc(C(=O)NC2CC2)c1 (stereo not given)	0.0	2.6	-2.9	-0.7	2.1	-17.7	14.5	-0.5	-6.4	-9.0
O=C(O)CSCC(=O)NCc1ccc(Cl)cc1	2.1	9.7	-2.0	-1.9	2.3	10.2	-5.8	-1.2	-27.3	5.9
COc1ccccc1Oc1ccccc1C(=O)O	1.5	2.5	1.4	-8.5	-2.5	9.4	-7.7	1.1	-6.5	-10.4
N#CCCN(C(=O)COC(=O)Cc1c[nH]c2ccccc12)c1ccccc1	-6.8	-1.4	-0.6	-6.0	0.0	-10.0	-16.6	0.2	9.2	-4.5
COc1ccc(Oc2nccc(-c3ccc(Cl)cc3)n2)cc1	1.4	-1.3	x	-6.6	-2.7	4.6	12.2	-1.3	-18.3	28.0
COc1ccc(Cn2c(CO)cnc2SCC(=O)Nc2cccc(NC(C)=O)c2)cc1	0.8	-0.8	2.7	-4.5	-4.1	1.0	-8.5	1.5	14.4	-7.0
CCCn1c(=O)c2c(C(=O)OCC)cc(-c3ccco3)nc2n(CCC)c1=O	-0.3	6.3	-0.9	6.7	-1.4	-3.4	6.0	-4.1	-33.3	13.9
CC(=O)Oc1ccc(N2C(=O)C3C4C=CC(CC4)C3C2=O)cc1[N+](=O)[O-] (stereo not given)	-0.1	-7.7	x	-1.4	2.5	3.3	25.2	5.7	21.2	7.6
COc1ccc(C(C)NC(=O)Cc2cccs2)cc1 (stereo not given)	-0.3	2.1	-0.8	3.2	7.0	6.4	-7.5	0.8	-7.9	x
c1ccc(OCc2nnc3sc(-c4cccs4)nn23)cc1	-1.4	3.2	-2.7	-6.3	-4.0	2.3	-8.3	0.2	3.9	x
CC1CCC2(CC1)NC(=O)N(CC(=O)Nc1ccc3c(c1)OCO3)C2=O (stereo not given)	1.7	2.2	-3.2	-3.2	-2.4	-11.7	-25.0	-2.2	-7.8	18.0
COc1ccc2oc(=O)c(C(=O)NCc3ccc(C)cc3)cc2c1	-3.2	3.3	-1.0	-4.8	-8.4	-9.3	-3.6	-2.0	12.1	x
N#CC1(c2ccccc2)CCN(S(=O)(=O)c2ccc(OC(F)(F)F)cc2)CC1	-0.7	1.1	-1.1	-10.0	-0.1	-10.4	x	-1.9	-4.3	-0.4
CCC(C)[C@H](NC(=O)NCc1ccc(Cl)cc1)C(=O)O (stereo not given in full)	-1.1	8.5	6.4	3.7	-0.7	-6.6	x	-47.8	-2.9	0.3
COc1ccccc1NC(=O)NNC(=O)CCN1CCOCC1	-0.2	4.8	0.6	-2.0	0.1	-12.4	-15.4	1.9	2.8	5.0
COc1ccc(C2CC(=O)C=C(O)C2)cc1 (stereo not given)	0.1	-1.3	-1.5	7.2	-0.6	2.2	-1.0	0.5	19.7	-2.4
Cc1cc(C)c(S(=O)(=O)N2CCOC2CNC(=O)C(=O)NCCc2c[nH]c3ccccc23)c(C)c1 (stereo not given)	0.8	7.2	-1.9	-1.1	4.8	3.7	-196.4	x	-102.0	x
NS(=O)(=O)c1ccc(CNC(=O)CCCSc2ccccc2)cc1	1.3	-0.8	-2.4	-9.1	-0.7	-1.1	x	82.2*	2.1	-8.7
